cardiac RTF act: cardiac RTF calcium sensitivity activators, primary screen, biochemical, IANBD-TnC fluorescence, EC20 calcium; Troponin I, cardiac muscle (Homo sapiens) + Troponin T, cardiac muscle (Homo sapiens) + …; IANBD-labeled TnC RTF fluorescence at EC20 calcium; 0% EC20 calcium, 100% full calcium; activation, % at 7.2 µM; 340,000 tested, 0.24% active; AID 493008, 2010;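 active = activation above the mean over all tested compounds plus 3 SD, cut at about 30% in these data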;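 also: rise in fluorescence read as greater calcium sensitivity of cardiac thin filaments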
RTF Ca sens inh: cardiac RTF calcium sensitivity inhibitors, primary screen, biochemical, IANBD-TnC fluorescence, EC70 calcium | inhibition, % at 7.15 µM | IANBD-labeled cardiac RTF, Ca2+ fluorescence | 340,000 tested, 0.12% active;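 active = inhibition above the mean inhibition of all tested compounds plus 3 SD, cut at about 17% in these data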;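 also: assay run at fixed EC70 calcium of 1.6 mM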
DSG3 Ab inh: inhibitors of pemphigus antibody binding to DSG3, primary screen, biochemical, bead-based, flow cytometry, scFv-GFP; Desmoglein-3 (Homo sapiens), P32926; DSG3-coupled beads, scFv-anti-DSG3-GFP binding; hits give low values; binding (percent of control), % at 10 µM; 310,000 tested, 0.48% active; AID 588358, 2011;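 active = binding more than 3 SD below its plate's average and above zero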;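 also: hits lower antibody fragment binding to DSG3; some compounds called inactive have numbers as strong as hits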
Wnt act: Wnt/beta-catenin pathway activators, primary screen, cell-based, plate reader, single point; Wnt/beta-catenin reporter cell assay, activator; activation, % at 9.35 µM; 300,000 tested, 1.2% active; in the data active = activation above about 30%, passing the limit was not always enough;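 also: 0% = neutral control wells and 100% = positive control wells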
LANA DNA inh: inhibitors of KSHV C-LANA binding to DNA, primary screen, biochemical, fluorescence polarization, FAM-LBS DNA, MBP-C-LANA, single point; Kaposi's sarcoma herpesvirus LANA C-terminal domain (residues 932-1162) DNA binding; inhibition, % at 9 µM; 340,000 tested, 0.078% active;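 active = highest replicate inhibition at or above 60% at 9 µM, even if other replicates fall short; inactive = all replicates below 60% inhibition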;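 also: 0% = neutral control wells and 100% = 4 µM acridine orange control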
MOR-DOR inv ag: inverse agonists of MOR-DOR heterodimerization, primary screen, cell-based, luminescence; AID 504357, 2011; 340,000 tested, 0.21% active; cell-based MOR-DOR heterodimer luminescence, inverse agonism; Mu-type opioid receptor (Homo sapiens) + Delta-type opioid receptor (Homo sapiens), …; inhibition, % at 9.3 µM; in the data active = inhibition above about 22%, passing the limit was not always enough;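 also: 0% = cells with DMSO and 100% = wells without cells with DMSO; values of inactives mirror those of a sister screen read the other way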
Target sequence (P35372 whole entry, looked up): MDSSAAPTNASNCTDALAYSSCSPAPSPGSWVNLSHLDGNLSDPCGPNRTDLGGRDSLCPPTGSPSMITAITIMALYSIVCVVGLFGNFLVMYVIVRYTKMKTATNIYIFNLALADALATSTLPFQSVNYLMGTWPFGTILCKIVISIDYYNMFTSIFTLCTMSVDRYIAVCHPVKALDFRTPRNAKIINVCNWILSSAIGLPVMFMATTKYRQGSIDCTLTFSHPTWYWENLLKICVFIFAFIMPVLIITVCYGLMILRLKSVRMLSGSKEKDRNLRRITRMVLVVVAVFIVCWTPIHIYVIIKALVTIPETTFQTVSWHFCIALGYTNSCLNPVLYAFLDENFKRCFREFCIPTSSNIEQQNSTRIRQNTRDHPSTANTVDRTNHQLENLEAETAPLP
Target sequence (P41143 whole entry, looked up): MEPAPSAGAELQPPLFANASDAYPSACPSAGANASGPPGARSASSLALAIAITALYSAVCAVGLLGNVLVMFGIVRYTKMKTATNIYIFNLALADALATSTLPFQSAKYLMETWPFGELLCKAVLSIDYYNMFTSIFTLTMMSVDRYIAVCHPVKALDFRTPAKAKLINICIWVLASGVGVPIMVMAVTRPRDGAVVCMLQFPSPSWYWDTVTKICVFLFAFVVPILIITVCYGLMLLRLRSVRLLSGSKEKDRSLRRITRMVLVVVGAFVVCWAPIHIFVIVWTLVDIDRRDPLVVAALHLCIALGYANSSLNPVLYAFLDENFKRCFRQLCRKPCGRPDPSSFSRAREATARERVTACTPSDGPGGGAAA
V-ATPase pHluor: regulators of yeast V-ATPase proton pumping, primary screen, pHLuorin cytosolic pH fluorescence; 350,000 tested, 0.37% active; S. cerevisiae; response, % at 10 µM; in the data active = response mostly above about 7.3%, no sharp cut-off; inactive = mostly below about 5.4%; also: actives read high; inactives centre near 0; some compounds called inactive have numbers as strong as hits; reference of the scale not given here
OPRM1-OPRD1 ag: agonists of OPRM1-OPRD1 heterodimerization, primary screen, cell-based, luminescence | 340,000 tested, 0.3% active | activation, % at 9.3 µM | Mu-type opioid receptor (Homo sapiens) + Delta-type opioid receptor (Homo sapiens), … | cells; in the data active = activation above about 18%;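 also: 0% = vehicle-treated cells and 100% = reference agonist; values of inactives mirror those of a sister screen read the other way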
Keap1 Nrf2 FP: Keap1-Nrf2 protein-protein interaction inhibitors, primary screen, biochemical, fluorescence polarization, single point; Kelch-like ECH-associated protein 1 (Homo sapiens), Q14145; Keap1 Kelch-Nrf2 peptide fluorescence polarization, 1536-well; inhibition, % at 9.4 µM; 340,000 tested, 0.15% active; AID 504523, 2011; in the data active = inhibition above about 12%;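 also: human Keap1 Kelch domain with fluorescein labeled Nrf2 9mer peptide probe; 0% = neutral control wells and 100% = peptide positive control; higher means more block of Keap1 binding to Nrf2 peptide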
Arrestin-AP2 inh: inhibitors of beta-arrestin/AP2 binding, primary screen, biochemical, GPCR trafficking, flow cytometry; FITC-arrestin peptide / GST-AP2 beads; AP2 beta2 appendage carries R879A mutation; AID 504490, 2011; 340,000 tested, 0.31% active; inhibition, % at 10 µM; beta-arrestin 1 C-terminal peptide binding to AP2 beta2-adaptin appendage (human);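 active = inhibition above a set limit, near 3 SD of compounds lacking own fluorescence, cut at about 54% in these data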;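 also: plate controls were DMSO wells for no effect and 5 µM unlabelled arrestin peptide for full effect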
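System: GST-AP2 R879A glutathione beads. Medium: PBS with 0.05% Tween 20 and 0.1% BSA. Also added: FITC-arrestin peptide, 50 nM. Incubation: 12 min plus 1 h, RT. Measured by: high-throughput flow cytometry of beads, ex 488, em 535 nm. Evaluation: percent drop in bead-associated FITC signal.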
* = called active by the depositor. Compounds were not picked by outcome (roughly 3.1% active in at least one column).

Screening Cc1cccc(C(C)C)c1NC(=O)COC(=O)CN1C(=O)C2CC=CCC2C1=O (centres undefined) returned cardiac RTF act 1, RTF Ca sens inh -2, DSG3 Ab inh 99, Wnt act 1, LANA DNA inh 0.9, MOR-DOR inv ag 18, V-ATPase pHluor 2, OPRM1-OPRD1 ag -3.4, Keap1 Nrf2 FP -3 and Arrestin-AP2 inh -2.
CCCCn1c(-c2ccc(C(C)(C)C)cc2)nc2cc3[nH]c(=O)c(C(C)C)nc3cc21 was read as cardiac RTF act -2, RTF Ca sens inh -8, DSG3 Ab inh 100, Wnt act -6, LANA DNA inh 2.5, MOR-DOR inv ag -4, V-ATPase pHluor -3, OPRM1-OPRD1 ag 0.7, Keap1 Nrf2 FP 0 and Arrestin-AP2 inh 16.
COc1ccccc1Oc1nc([N+](=O)[O-])nn1CC(N)=O was read as cardiac RTF act -1, RTF Ca sens inh -11, DSG3 Ab inh 91, Wnt act -3, LANA DNA inh 3.5, MOR-DOR inv ag 0, V-ATPase pHluor -4, OPRM1-OPRD1 ag -0.1, Keap1 Nrf2 FP -3 and Arrestin-AP2 inh -17.
For CCOC(=O)N1CCN(CC(=O)Nc2ccc(F)c(F)c2F)CC1 the results were cardiac RTF act 1, RTF Ca sens inh -1, DSG3 Ab inh 92, Wnt act -1, LANA DNA inh -0.7, MOR-DOR inv ag 15, V-ATPase pHluor 1, OPRM1-OPRD1 ag -3.0, Keap1 Nrf2 FP 1 and Arrestin-AP2 inh -18.
For O=C(O)c1cnn(-c2ccccc2)c1-n1cccc1 the results were cardiac RTF act -1, RTF Ca sens inh -3, DSG3 Ab inh 99, Wnt act -2, LANA DNA inh 0.1, MOR-DOR inv ag 8, V-ATPase pHluor -3, OPRM1-OPRD1 ag -1.6, Keap1 Nrf2 FP -8 and Arrestin-AP2 inh -9.
`CC(/C=C\C=C\c1ccccc1)=N\NC(=O)c1cncc(Br)c1` gave cardiac RTF act 0, RTF Ca sens inh -8, DSG3 Ab inh 89, Wnt act 2, LANA DNA inh -0.2, MOR-DOR inv ag 8, V-ATPase pHluor 5, OPRM1-OPRD1 ag -1.7, Keap1 Nrf2 FP -4 and Arrestin-AP2 inh 92*.
N/C(=N\N=C\c1cccc([N+](=O)[O-])c1)c1nonc1N was read as DSG3 Ab inh 110, Wnt act 3, V-ATPase pHluor 1 and Arrestin-AP2 inh 42.
For COc1ccccc1NC(=O)CSc1nnc(C)n1CC1CCCO1 (centres undefined) the results were cardiac RTF act 1, RTF Ca sens inh 0, DSG3 Ab inh 101, LANA DNA inh -1.6, MOR-DOR inv ag -21, V-ATPase pHluor 8, OPRM1-OPRD1 ag 3.6, Keap1 Nrf2 FP 1 and Arrestin-AP2 inh 5.
Cc1ccc2c(c1)N(CC(=O)NCCCN1CCCC1)C(=O)CO2 was read as cardiac RTF act -1, RTF Ca sens inh -1, DSG3 Ab inh 93, Wnt act 1, LANA DNA inh 0.4, MOR-DOR inv ag 2, V-ATPase pHluor 4, OPRM1-OPRD1 ag -0.3, Keap1 Nrf2 FP -7 and Arrestin-AP2 inh 5.
O=C(O)C1(Nc2ccc(Br)cc2)CCCC1 was read as cardiac RTF act -4, RTF Ca sens inh -5, Wnt act -6, LANA DNA inh 0.9, MOR-DOR inv ag 4, V-ATPase pHluor -3, OPRM1-OPRD1 ag -0.8, Keap1 Nrf2 FP 0 and Arrestin-AP2 inh 21.
For Cc1ccc(SCCC(=O)NCc2ccco2)cc1 the results were cardiac RTF act -5, RTF Ca sens inh -8, Wnt act -2, LANA DNA inh 0.4, MOR-DOR inv ag 2, V-ATPase pHluor 1, OPRM1-OPRD1 ag -0.5, Keap1 Nrf2 FP -3 and Arrestin-AP2 inh 2.
CCn1c(=O)[nH]c2cc(Cl)c(Cl)cc21 was read as cardiac RTF act 2, RTF Ca sens inh -8, DSG3 Ab inh 102, Wnt act -5, LANA DNA inh 1.2, MOR-DOR inv ag -11, V-ATPase pHluor 0, OPRM1-OPRD1 ag 2.0, Keap1 Nrf2 FP -3 and Arrestin-AP2 inh 6.
CCOc1ccccc1NC(=O)c1nc(S(=O)(=O)Cc2cccc(C)c2)ncc1Cl was read as cardiac RTF act -6, RTF Ca sens inh 0, DSG3 Ab inh 129, Wnt act -13, LANA DNA inh -0.9, MOR-DOR inv ag 1, V-ATPase pHluor 3, OPRM1-OPRD1 ag -0.2, Keap1 Nrf2 FP -6 and Arrestin-AP2 inh 1.
For CCOc1cc(N2CCOCC2)c(OCC)cc1NC(=O)c1cc(C)cc(C)c1 the results were cardiac RTF act -2, RTF Ca sens inh -10, DSG3 Ab inh 92, Wnt act -1, LANA DNA inh 0.7, MOR-DOR inv ag -5, V-ATPase pHluor 0, OPRM1-OPRD1 ag 1.0, Keap1 Nrf2 FP 3 and Arrestin-AP2 inh -16.
COc1ccc(S(=O)(=O)N2CCOCC2)cc1C(=O)NCC(c1ccccc1)c1ccccc1 was read as cardiac RTF act 1, RTF Ca sens inh -5, DSG3 Ab inh 115, Wnt act -5, LANA DNA inh -2.7, MOR-DOR inv ag 6, V-ATPase pHluor 1, OPRM1-OPRD1 ag -1.3, Keap1 Nrf2 FP -7 and Arrestin-AP2 inh -3.
For Cn1c(N)c(C(=O)COC(=O)COc2ccc3ccccc3c2)c(=O)n(C)c1=O the results were cardiac RTF act 3, RTF Ca sens inh -7, DSG3 Ab inh 100, Wnt act -1, LANA DNA inh -1.1, MOR-DOR inv ag 8, V-ATPase pHluor 2, OPRM1-OPRD1 ag -1.5, Keap1 Nrf2 FP 0 and Arrestin-AP2 inh 36.
Screening CC1CCN(S(=O)(=O)c2ccc(Cl)cc2Br)CC1 returned cardiac RTF act -2, RTF Ca sens inh -2, Wnt act -8, LANA DNA inh 0.4, MOR-DOR inv ag -22, V-ATPase pHluor -5, OPRM1-OPRD1 ag 4.3, Keap1 Nrf2 FP -5 and Arrestin-AP2 inh 8.
Screening CCCn1c(N)c(C(=O)CSc2nnc3n2CCCCC3)c(=O)[nH]c1=O returned cardiac RTF act -2, RTF Ca sens inh -7, DSG3 Ab inh 99, Wnt act 44*, LANA DNA inh -2.4, MOR-DOR inv ag 8, V-ATPase pHluor 0, OPRM1-OPRD1 ag -1.9, Keap1 Nrf2 FP 0 and Arrestin-AP2 inh 5.
For O=C(NC(=S)Nc1ccc(Br)cc1)C1CCCCC1 the results were cardiac RTF act 4, RTF Ca sens inh -6, DSG3 Ab inh 112, Wnt act 9, LANA DNA inh -1.2, MOR-DOR inv ag -19, V-ATPase pHluor -1, OPRM1-OPRD1 ag 3.4, Keap1 Nrf2 FP -1 and Arrestin-AP2 inh 28.
For CN(C(=O)c1cccc(NC(=O)C2CCN(C(=O)OC(C)(C)C)CC2)c1)C1CCCCC1 the results were cardiac RTF act 6, RTF Ca sens inh -20, DSG3 Ab inh 104, Wnt act -6, LANA DNA inh 0.3, MOR-DOR inv ag -8, V-ATPase pHluor 4, OPRM1-OPRD1 ag 1.4, Keap1 Nrf2 FP -3 and Arrestin-AP2 inh 13.
Cc1ccc(-c2csc(NC(=O)c3ccco3)n2)cc1C was read as cardiac RTF act -4, RTF Ca sens inh -7, DSG3 Ab inh 112, Wnt act 41*, LANA DNA inh 3.9, MOR-DOR inv ag -11, V-ATPase pHluor -2, OPRM1-OPRD1 ag 1.9, Keap1 Nrf2 FP -1 and Arrestin-AP2 inh -1.
For NN=C1c2ccccc2C(=O)C1C(=O)C(c1ccccc1)c1ccccc1 (centres undefined) the results were cardiac RTF act 26, RTF Ca sens inh -44, DSG3 Ab inh 137, Wnt act -1, LANA DNA inh -1.0, MOR-DOR inv ag 14, V-ATPase pHluor 2, OPRM1-OPRD1 ag -2.7, Keap1 Nrf2 FP 0 and Arrestin-AP2 inh 28.
Cc1ccc(C(=O)NCCCNC(=O)c2ccco2)cc1 was read as cardiac RTF act 5, RTF Ca sens inh -3, Wnt act -1, LANA DNA inh 0.4, MOR-DOR inv ag -1, V-ATPase pHluor 5, OPRM1-OPRD1 ag 0.1, Keap1 Nrf2 FP -3 and Arrestin-AP2 inh 3.
For Cc1ccc(OCCC(=O)OCC(=O)Nc2ccc(N3CCOCC3)cc2)cc1 the results were cardiac RTF act 1, RTF Ca sens inh 3, DSG3 Ab inh 108, Wnt act -2, LANA DNA inh 2.7, MOR-DOR inv ag -3, V-ATPase pHluor 0, OPRM1-OPRD1 ag 0.5, Keap1 Nrf2 FP 0 and Arrestin-AP2 inh 25.
Cc1nnc(SCC(=O)NC2CCCC2)n1CCc1ccccc1 was read as cardiac RTF act -1, RTF Ca sens inh -3, Wnt act -2, LANA DNA inh -1.6, MOR-DOR inv ag -1, V-ATPase pHluor -5, OPRM1-OPRD1 ag 0.2, Keap1 Nrf2 FP -1 and Arrestin-AP2 inh -9.
`CC(=O)Nc1ccc(NC(=O)C2CC(=O)N=C(N)S2)cc1` (centres undefined) gave cardiac RTF act -9, RTF Ca sens inh 5, DSG3 Ab inh 120, LANA DNA inh 2.4, MOR-DOR inv ag 15, V-ATPase pHluor 2, OPRM1-OPRD1 ag -2.7, Keap1 Nrf2 FP 3 and Arrestin-AP2 inh 4.
`Cc1[nH]nc(SCC(=O)Nc2cccc(O)c2)c1[N+](=O)[O-]` gave cardiac RTF act 8, RTF Ca sens inh -12, DSG3 Ab inh 102, Wnt act 11, LANA DNA inh 1.6, MOR-DOR inv ag 8, V-ATPase pHluor -3, OPRM1-OPRD1 ag -1.7, Keap1 Nrf2 FP -3 and Arrestin-AP2 inh -1.
`CCN(CC)c1ccc(C(=O)OCC(=O)NC2CCCCC2C)cc1` (centres undefined) gave cardiac RTF act 5, RTF Ca sens inh -9, DSG3 Ab inh 102, Wnt act -6, LANA DNA inh -0.5, MOR-DOR inv ag -14, OPRM1-OPRD1 ag 2.4, Keap1 Nrf2 FP -1 and Arrestin-AP2 inh 4.
`Cc1c[n+]([O-])ccc1Oc1ccc([N+](=O)[O-])cc1` gave cardiac RTF act 3, RTF Ca sens inh -2, DSG3 Ab inh 101, Wnt act 0, LANA DNA inh -2.9, MOR-DOR inv ag 9, V-ATPase pHluor 2, OPRM1-OPRD1 ag -1.7, Keap1 Nrf2 FP -4 and Arrestin-AP2 inh 12.
